Tau fluor counter: Counterscreen qHTS for Inhibitors of Tau Fibril Formation, Fluorescence Polarization. tau K18 P301L Alexa594 fluorescence, heparin fibrillization. Potency, µM (titrated, usually from 57.7 µM), for the others: at the top dose activity change, negative = decrease. 0.93% of 280,000 active. AID 1463, 2008; further: on the % scale 0 is the no-effect control and ±100 the full control effect; nearly all actives have a fitted effect of over 55% in size
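Human tau K18 P301L (15 uM unlabeled, 0.24 uM Alexa 594-labeled) in 100 mM sodium acetate pH 7 with 20 uM heparin, 6 hr at 37 C. ThT 30 uM added, 1 hr ambient; Alexa 594 FP and total fluorescence read at 555/632 nm.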
TexasRed fluor: Total Fluorescence Counterscreen for Inhibitors of the Interaction of Thyroid Hormone Receptor and Steroid Receptor Coregulator 2 | TRb/SRC2 Texas Red total fluorescence interference | Potency, µM (series often up to 106 µM), without a hit: at the highest dose fluorescence change, negative = quenching | 0.29% of 280,000 active | AID 1479, 2009; active means well fitted curve in either direction with a large enough effect; inconclusive means small, poorly fitted or top-dose-only effect; further: on the % scale 0 is the no-effect control and ±100 the full control effect
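Flags fluorescent or light-absorbing compounds by total fluorescence, S + 2P, at 555 nm excitation and 632 nm emission. Mixture: 20 nM Texas Red SRC2 peptide, 0.6 uM human TRb LBD, 1 uM T3, 5% DMSO; compound exposure 5 h at ambient temperature.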
Tau ThT inhib: qHTS for Inhibitors of Tau Fibril Formation, Thioflavin T Binding. Microtubule-associated protein tau (Homo sapiens), P10636. recombinant tau K18 P301L, heparin-induced fibrillization, ThT fluorescence. Potency, µM (titrated, usually from 57.4 µM), for inactives: top-dose activity, negative = inhibition, actives largely listed as inhibitors. 2.1% of 270,000 active. AID 1460, 2008; further: on the % scale 0 is the no-effect control and ±100 the full control effect; nearly all actives have a fitted effect of over 55% in size
Target sequence (P10636 561-689 P618L limits assumed): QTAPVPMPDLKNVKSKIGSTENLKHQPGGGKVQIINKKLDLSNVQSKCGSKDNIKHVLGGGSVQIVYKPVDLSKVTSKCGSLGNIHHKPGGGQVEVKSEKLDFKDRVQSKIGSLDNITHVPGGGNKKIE
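ThT emission at 510 nm, taken 1 hr after adding 30 uM dye, quantifies aggregates formed when 20 uM heparin acts on human tau K18 P301L for 6 hr at 37 C.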
TRb-SRC2 inh: qHTS for Inhibitors of the Interaction of Thyroid Hormone Receptor and Steroid Receptor Coregulator 2 | Thyroid hormone receptor beta (Homo sapiens), P10828 | 0.065% of 280,000 active | TRbeta-SRC2 peptide binding, fluorescence polarization; receptor liganded with 1 µM T3 | Potency, µM (titrated, usually from 106 µM), without a hit: at the highest dose activity change, negative = inhibition, usual class: inhibitors;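 further: plate controls were bound peptide for no effect and peptide without receptor for full effect; nearly all actives have a fitted effect of over 50% in size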
Target sequence (P10828 whole entry, looked up): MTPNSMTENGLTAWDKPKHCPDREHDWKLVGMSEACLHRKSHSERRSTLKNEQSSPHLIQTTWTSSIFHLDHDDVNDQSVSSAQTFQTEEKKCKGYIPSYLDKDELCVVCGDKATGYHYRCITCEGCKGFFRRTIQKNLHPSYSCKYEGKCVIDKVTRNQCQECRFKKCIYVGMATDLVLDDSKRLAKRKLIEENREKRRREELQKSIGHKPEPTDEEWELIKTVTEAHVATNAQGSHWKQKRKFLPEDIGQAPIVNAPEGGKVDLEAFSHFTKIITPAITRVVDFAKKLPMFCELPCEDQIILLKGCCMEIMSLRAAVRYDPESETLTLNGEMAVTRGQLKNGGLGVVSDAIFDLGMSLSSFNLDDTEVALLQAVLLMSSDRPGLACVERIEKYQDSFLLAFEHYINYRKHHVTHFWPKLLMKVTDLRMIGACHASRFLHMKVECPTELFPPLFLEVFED
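Read-out is fluorescence polarization (555 nm excitation, 632 nm emission) of a Texas Red SRC2 coactivator peptide; loss of signal reflects blocked binding to human TRb ligand-binding domain in the presence of 1 uM T3.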
RECQ1 inh: qHTS Assay for Inhibitors of RecQ-Like Dna Helicase 1 (RECQ1); ATP-dependent DNA helicase Q1 (Homo sapiens), P46063; RECQ1 DNA unwinding, red fluorescence kinetic read; Potency, µM (series often up to 57.3 µM), without a hit: at the highest dose activity, negative = inhibition, most hits filed as inhibitors; 0.54% of 240,000 active; AID 2549, 2010;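 further: plate controls were vehicle for no effect and no enzyme for full effect; nearly all actives have a fitted effect of over 30% in size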
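50 nM RECQ1T1 preincubated 15 min with compound in Tris pH 8.0 buffer with MgCl2, DTT, Tween-20 and 2.5 ug/ml poly(dI-dC); started with 200 nM TAMRA/BHQ-2 forked duplex and 2 mM ATP. Unwinding read as fluorescence (525/598 nm), two reads 2 h apart.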
L3MBTL1 block: qHTS Assay for the Inhibitors of L3MBTL1 | 0.66% of 230,000 active | AlphaScreen L3MBTL1–H3K9me1 peptide binding | Potency, µM (highest dose often 57.1 µM), inactives show at the top dose activity, negative = inhibition, most hits filed as inhibitors | Lethal(3)malignant brain tumor-like protein 1 (Homo sapiens), Q9Y468; further: on the % scale 0 is the no-effect control and ±100 the full control effect; nearly all actives have a fitted effect of over 60% in size
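Read-out is AlphaScreen signal from streptavidin donor and nickel chelate acceptor beads (10 ug/mL final each) bridging L3MBTL1 (50 nM) and biotinylated K9-monomethylated H3(1-15) peptide (75 nM), after 30 min compound exposure at room temperature.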
HTT ATP protect: qHTS Multiplex Assay to Identify Dual Action Probes in a Cell Model of Huntington: Cytoprotection (ATP) | PC12 HTT-Q103 induced, cytoprotection, ATP luminescence, 40 h | Potency, µM (titrated, usually from 56.4 µM), for inactives: cytoprotection (ATP increase), actives largely listed as activators | 0.14% of 230,000 active;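 further: % of control where 0% means no effect; nearly all actives have a fitted effect of over 45% in size; toxic huntingtin expression switched on by the ecdysone agonist tebufenozide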
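PC12 cells stably carrying ecdysone-inducible Htt exon 1 (Q103)–GFP were induced with 100 nM tebufenozide (final) alongside library compounds in a dose series. Cytoprotection was scored as retained ATP by ATPlite luminescence.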
Tau FP inhib: qHTS for Inhibitors of Tau Fibril Formation, Fluorescence Polarization. AID 1468, 2008. Potency, µM (highest dose often 57.7 µM), for the others: at the highest dose activity, negative = inhibition, most hits filed as inhibitors. Microtubule-associated protein tau (Homo sapiens), P10636. K18 P301L tau heparin fibrillization, Alexa594 FP, 6 h. 0.39% of 280,000 active; further: on the % scale 0 is the no-effect control and ±100 the full control effect; nearly all actives have a fitted effect of over 55% in size
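Steps: dispense K18 P301L tau (15 uM plus 0.24 uM Alexa 594 tracer, final) in pH 7 sodium acetate; add compound; add heparin (20 uM final); incubate 6 hr, 37 C; add ThT (30 uM final); after 1 hr ambient, read FP.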
An asterisk follows results filed as active; i = inactive; ? = inconclusive; / = not tested or not shown; & = joins results of further samples; [ ] = remark or other dose. Unless noted, the call rests on the fitted dose curve; in most records, active means well fitted curve in the direction sought with a large enough effect; inconclusive means small, poorly fitted or top-dose-only effect, or another doubt; inactive means no such curve, though single readings can be large; an effect the other way counts as inactive or inconclusive. Potency means the concentration at half of the fitted maximal effect.

SMILES | Tau fluor counter | TexasRed fluor | Tau ThT inhib | TRb-SRC2 inh | RECQ1 inh | L3MBTL1 block | HTT ATP protect | Tau FP inhib
Cn1c2ccccc2c2c(C(=O)O)cn(C3CCCC3)c(=O)c21 | -3% | -2% | -5% | -15% | -6% | / | -6% | 12%
C/C(O)=C(/C=NCC(=O)O)C(=O)Nc1nccs1 | -3% | 2% | -6% | 1% | i | 30%[activator] | 10% | -2%
O=C(COC(=O)c1ccc2c(c1)OCCO2)Nc1cc(S(=O)(=O)N2CCOCC2)ccc1Cl | ? | 0% | -7% | -5% | -8% | 2% | -11% | -16%
Cc1ccc(NC(=O)c2sccc2SCc2cccc(C(F)(F)F)c2)cc1 | -21% | -1% | -10% | -7% | -9% | 34%[activator] | -5% | -22%
O=C(Nc1ccccc1)c1ccccc1CC[N+](=O)[O-] | 3% | -1% | 1% | -5% | -6% | -1% | -35% | -3%
Cc1ccc(-n2nnc(-c3cc4ccccc4n3C)n2)cc1 | -21% | -2% | ? | -7% | -9% | 49%[activator] | -15%[10 µM] | 2%
COc1ccccc1C(=O)CSc1nnc(-c2ccco2)o1 | -10% | -2% | ? | -7% | i | / | -12% | ?
CCC1=NN(C(=O)C(=O)NCCc2ccccc2)C(O)(C(F)(F)F)C1 (centres undefined) | -1% | 1% | -5% | 3% | 5% | -7% | -4%[10 µM] | 9%
CC(=O)Nc1ccc(Nc2ccc3nonc3c2[N+](=O)[O-])cc1 | -14% | 2% | ? | 2% | -11% | -1% | -15% | 6%
Cc1ccc(CN(C(=O)COc2ccc(Cl)c(C)c2)c2ccccn2)o1 | -7% | ? | -11% | -7% | / | / | / | 5%
O=C(NNC(=O)c1ccc[nH]1)Nc1cc(Cl)cc(Cl)c1 | -6% | -3% | / | -3% | -2% | / | 8%[10 µM] | -2%
O=C1CCC/C1=C\Nc1ccc(Cl)c([N+](=O)[O-])c1 | -18% | -4% | ? | -7% | -9% | -9% | 11%[10 µM] | 10%
CCOC(=O)c1c(NC(=O)C2CCCO2)sc(C(=O)OC(C)(C)C)c1C (centres undefined) | -8% | -3% | -2% | 9% | -9% | / | -52%[inhibitor] | -4%
FC(F)(F)c1cc(-c2ccco2)nc(-n2nnc3ccccc32)n1 | -7% | 2% | -2% | -20% | -19% | 0% | 19%[10 µM] | -9%
CCNc1nc(CSc2ccccc2)nc2sc(C)c(C)c12 | 0% | -3% | 8% | 1% | 1% | 9% | 4%[10 µM] | 1%
Nc1[nH]nc2nc3ccccc3nc12 | -10% | -7% | ? | 4% | -9% | / | ? | 3%
O=C(Nc1ccncc1)c1cc(F)cc(F)c1 | 1% | -1% | -3% | -12% | 1% | 5% | 0% | 6%
Cc1cc(Cl)ccc1NC(=S)NCc1cccs1 | -10% | -1% | -6% | -6% | i | -2% | 4% | 5%
COc1cc(/C=N/NC(=O)c2sc(N)c(C#N)c2C)cc(Br)c1O | ? | ? | 4.5µM* | 12% | -18% | 0% | -19% | 14%
CCC(=O)N1CCc2cc(S(=O)(=O)CCC(=O)NC(C)CC)ccc21 (centres undefined) | -5% | 1% | -8% | -2% | 0% | / | -9% | -2%
Cc1c(CNC(C)c2ccccc2)c(C(=O)O)c(C)n1Cc1c(F)cccc1Cl (centres undefined) | -4% | -2% | -8% | 3% | / | / | / | 8%
CCCCCOC(=O)Cc1c(O)c2ccccc2[nH]c1=O | 5% | -3% | 8% | -6% | 3% | / | -3%[10 µM] | 0%
Cc1ccc(Oc2c(CO)c(-c3ccccc3)nn2C)cc1 | 0% | -1% | -2% | 2% | i | / | -19% | 5%
COc1cccc(CNC(=O)c2[nH]c3cc(C)ccc3c2Sc2ccccc2)c1 | -23% | 0% | -8% | 3% | / | / | / | 5%
O=C(/C=C/c1ccccc1[N+](=O)[O-])OC1CCCCC1=O (centres undefined) | 1% | 1% | 0% | 0% | -10% | 2% | 9%[10 µM] | 4%

The list goes on (three carried over from the part before).
SMILES | Tau fluor counter | TexasRed fluor | Tau ThT inhib | TRb-SRC2 inh | RECQ1 inh | L3MBTL1 block | HTT ATP protect | Tau FP inhib
Cc1ccc(Oc2c(CO)c(-c3ccccc3)nn2C)cc1 | 0% | -1% | -2% | 2% | i | / | -19% | 5%
COc1cccc(CNC(=O)c2[nH]c3cc(C)ccc3c2Sc2ccccc2)c1 | -23% | 0% | -8% | 3% | / | / | / | 5%
O=C(/C=C/c1ccccc1[N+](=O)[O-])OC1CCCCC1=O (centres undefined) | 1% | 1% | 0% | 0% | -10% | 2% | 9%[10 µM] | 4%
CCN(C(=S)Nc1cccc(C)c1)c1ccccc1 | -5% | ? | -6% | -8% | -5% | 5% | 9%[10 µM] | 1%
COc1ccc(-c2noc(CCCC(=O)N3CCOCC3)n2)cc1 | 1% | -2% | -10% | 4% | i | 26% | -36% | 4%
O=C1CCCN1c1ccc(S(=O)(=O)N2CCN(c3ccccc3)CC2)cc1 | -4% | -4% | 4% | 0% | 14% | 45%[activator] | -14%[10 µM] | -5%
CC1(O)N(Cc2ccccc2)C(=O)OC12CCCCC2 (centres undefined) | -2% | 0% | 1% | -5% | -17% | 0% | -11% | 0%
CCOc1ccccc1NC(=O)CN(c1ccc(C)cc1)S(=O)(=O)c1c(C)noc1C | -25% | 5% | ? | 9% | -10% | 31%[activator][11.4 µM] | -9% | -3%
CCC1CCCCN1C(=O)CSc1nc(N)c(NC(=O)c2ccc(OC)c(OC)c2)c(=O)[nH]1 (centres undefined) | 6% | -5% | -1% | 1% | i | -1% | 9%[10 µM] | 7%
CC(=O)Oc1ccc(C(=O)[C@H]2[C@H]3C(=O)N(c4cccc5ccccc45)C(=O)[C@H]3[C@@H]3C=CC=NN32)cc1 | -10% | -2% | ? | 2% | -7% | -12% | / | -1%
CCC(=O)Nc1c(-c2ccccc2)c(=O)c2ccccc2n1C | -10% | -4% | -16% | -9% | -3% | 2% | 8%[10 µM] | -2%
O=C(O)CCC/C=C\C[C@@H]1[C@@H](/C=C/[C@@H](O)COc2cccc(Cl)c2)[C@H](O)C[C@@H]1O | -4%&-7%&3%&-4% | ? | -6%&-5%&0%&-6% | -8%&-3%&-1%&-4%&-1% | -3%&6%&-3% | 4% | -13%&3%&-9%&-16% | -2%&-7%&5%&1%
O=C(O)CCC(=O)c1c[nH]c2ccccc12 | 5% | 0% | -2% | 5% | 0% | 19% | 4% | 0%
CC(=O)Nc1ccc(NC(=O)CN(c2cccc(C)c2)S(C)(=O)=O)cc1 | -12% | 2% | -10% | -1% | 0% | / | 0% | -1%
CC(C)Oc1cc(NC(=O)CS(=O)CC(=O)Nc2cccc(C(F)(F)F)c2)c(Cl)cc1Cl (centres undefined) | ? | -2% | -6% | -5% | -11% | 2% | 3% | ?
CCN(CC)c1nc2c(S(=O)(=O)c3cccc(Cl)c3)nnn2c2ccsc12 | -21% | -2% | 3% | -1% | / | / | / | 5%
COc1ccc(CC2(C)OC(c3ccc(C)cc3)=NN2C(C)=O)cc1 (centres undefined) | -4% | 0% | -2% | 10% | i | 17% | 35%[10 µM] | 0%
COc1ccc2c(c1)c1c(c(=O)n(CCc3ccccc3)c(=O)n1Cc1cccc(C)c1)n2C | -4% | -2% | 8% | -5% | / | / | / | -10%
Cc1noc(C)c1COC(=O)c1ccc(S(=O)(=O)N2CCCCC2)cc1 | -12% | 2% | -7% | 3% | -5% | 6% | -22% | -2%
CCCc1nnc(NC(=O)c2cccc(OC)c2)s1 | 2% | -6% | 4% | 2% | i | 31%[activator] | -24% | 13%
Cc1ccc(S(=O)(=O)Nc2cc(C(F)(F)F)ccc2N2CCOCC2)cc1C | -18% | -1% | -8% | 4% | -13% | -17% | 19%[10 µM] | -2%
CCOC(CNC(=O)c1cc(C)nn1-c1ccccc1)OCC | -20% | -3% | -18% | -11% | i | / | -14% | 2%
c1cc(-c2noc(CC3CCCCC3)n2)ccn1 | -8% | 1% | 0% | 0% | ? | -7% | 12% | -2%
Cc1cccc(N2CCN(c3ncnc4c3c(-c3ccccc3)cn4-c3ccccc3)CC2C)c1 (centres undefined) | -1% | 1% | 0% | -8% | / | / | / | -1%

Molecules listed so far containing a nitro group on carbon (four):
SMILES | Tau fluor counter | TexasRed fluor | Tau ThT inhib | TRb-SRC2 inh | RECQ1 inh | L3MBTL1 block | HTT ATP protect | Tau FP inhib
O=C(Nc1ccccc1)c1ccccc1CC[N+](=O)[O-] | 3% | -1% | 1% | -5% | -6% | -1% | -35% | -3%
CC(=O)Nc1ccc(Nc2ccc3nonc3c2[N+](=O)[O-])cc1 | -14% | 2% | ? | 2% | -11% | -1% | -15% | 6%
O=C1CCC/C1=C\Nc1ccc(Cl)c([N+](=O)[O-])c1 | -18% | -4% | ? | -7% | -9% | -9% | 11%[10 µM] | 10%
O=C(/C=C/c1ccccc1[N+](=O)[O-])OC1CCCCC1=O (centres undefined) | 1% | 1% | 0% | 0% | -10% | 2% | 9%[10 µM] | 4%

Screening results (PubChem BioAssay)

A portion of the library; count on the stated rates, not on these rows.
